# Screening data: PubChem, National Center for Advancing Translational Sciences (NCATS)
# 15-hLO-2 inh = blocks human 15-lipoxygenase 2 activity | 110,000 compounds, 0.56% hits | O15296 | Potency, µM (series often up to 57.1 µM), for inactives: at the highest dose activity change, negative = inhibition, actives largely listed as inhibitors | purified 15hLO-2, xylenol orange hydroperoxide absorbance | AID 881; also: potency is read from the fitted curve at half-maximal effect; nearly all actives have a fitted effect of over 60% in size; many of its hits are not listed in these tables
#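 Purified human 15hLO-2 (50 nM) preincubated 15 min with compound, then 45 uM arachidonic acid for 90 min at RT in 25 mM Hepes pH 7.5, 0.01% Triton X-100. Hydroperoxide detected by Fe-xylenol orange; 573/405 nm absorbance ratio.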
# 12-hLO inh = inhibitors of human 12-lipoxygenase (ALOX12) | P18054 | purified 12-hLO, xylenol orange hydroperoxide absorbance | Potency, µM (titrated, usually from 57.1 µM), inactives show at the top dose activity change, negative = inhibition, actives largely listed as inhibitors | 150,000 compounds, 0.12% hits | AID 1452; also: potency is read from the fitted curve at half-maximal effect; nearly all actives have a fitted effect of over 55% in size; many of its hits are not listed in these tables
# Target sequence (P18054 whole entry, looked up): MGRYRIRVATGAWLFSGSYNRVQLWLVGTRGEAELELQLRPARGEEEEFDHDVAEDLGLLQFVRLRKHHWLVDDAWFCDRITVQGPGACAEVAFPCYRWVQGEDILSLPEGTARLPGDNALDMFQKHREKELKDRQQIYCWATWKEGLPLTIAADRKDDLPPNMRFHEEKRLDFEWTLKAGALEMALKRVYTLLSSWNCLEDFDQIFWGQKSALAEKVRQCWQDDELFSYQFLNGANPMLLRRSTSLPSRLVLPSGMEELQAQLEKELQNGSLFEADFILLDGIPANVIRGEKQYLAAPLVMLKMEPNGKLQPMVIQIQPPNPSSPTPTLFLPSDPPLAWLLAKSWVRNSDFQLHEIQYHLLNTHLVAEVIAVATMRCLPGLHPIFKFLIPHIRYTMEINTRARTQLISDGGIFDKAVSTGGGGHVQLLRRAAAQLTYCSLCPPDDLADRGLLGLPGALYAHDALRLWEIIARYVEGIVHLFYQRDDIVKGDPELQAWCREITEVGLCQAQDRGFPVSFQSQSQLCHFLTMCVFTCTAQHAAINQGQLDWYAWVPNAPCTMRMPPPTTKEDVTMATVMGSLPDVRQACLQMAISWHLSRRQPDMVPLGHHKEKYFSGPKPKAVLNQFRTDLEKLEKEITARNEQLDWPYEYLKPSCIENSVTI
#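 Hydroperoxide formation by human 12-lipoxygenase from 40 uM arachidonic acid was followed colorimetrically via ferric-xylenol orange complex, using the 573/405 nm absorbance ratio. Enzyme concentration was 150 nM, with 30 min reaction at room temperature.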
# PNC inhibitor = inhibitors of perinucleolar compartment assembly; activity change (PNC), negative = inhibition, % at 10 µM; PC3M PTB-GFP, PNC prevalence imaging, 16 h; active compounds read low; 140,000 compounds, 3.1% hits;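 active = readout at or below -70, meaning at least 70% loss of cells showing the perinucleolar compartment, a nuclear body marking cancer cells; inconclusive = readout between -30 and a set limit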;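 also: plate controls were DMSO wells for no effect and camptothecin positive control wells for full effect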
#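 Read-out is percentage of cells bearing a perinucleolar compartment, from automated 20x imaging of fixed, Hoechst-stained PC3M PTB-GFP cells. Cells were seeded 4 h, then exposed 16 h to compound (23 nl of library stock) in duplicate plates.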
# IMPase cell inh = cell-permeable inhibitors of inositol monophosphatase (IMPase); CHO-M1 cells, IP1 accumulation, HTRF TR-FRET ratio; inhibition (IP1 accumulation), % at 46.1 µM; 120,000 tested, under 10 active; active = well fitted curve in the direction sought with a large enough effect in the signal ratio, not every such curve was filed as active; inconclusive = small, poorly fitted or top-dose-only effect, or a change in a side signal; inactive = no such curve, though single readings can be large or run the other way; the % refers to the signal ratio;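 also: cells stimulated with carbachol in lithium chloride buffer; plate controls were DMSO basal wells for no effect and reference inhibitor wells for full effect; higher means more IMPase inhibition seen as more IP1 and lower FRET ratio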
# Target sequence (P97697 whole entry, looked up): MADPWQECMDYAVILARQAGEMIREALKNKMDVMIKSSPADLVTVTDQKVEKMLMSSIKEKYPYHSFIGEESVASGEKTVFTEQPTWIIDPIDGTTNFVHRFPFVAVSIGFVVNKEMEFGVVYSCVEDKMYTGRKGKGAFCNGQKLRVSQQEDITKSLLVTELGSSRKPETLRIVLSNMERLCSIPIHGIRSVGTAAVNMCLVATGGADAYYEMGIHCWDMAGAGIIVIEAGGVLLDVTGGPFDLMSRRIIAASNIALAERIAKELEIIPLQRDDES
#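 The IP-One HTRF competitive assay in carbachol-stimulated CHO-M1 cells quantifies cellular IP1. Compounds spanned up to 46 uM final, and activity is expressed as AC50 from concentration-response fits of the ratio and donor data.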
# The depositor's hits bear a star; ? = inconclusive; nt = not tested or not shown; & = joins results of further samples. Unless noted, calls follow the shape of the dose curve; as a rule, active = well fitted curve in the direction sought with a large enough effect; inconclusive = small, poorly fitted or top-dose-only effect, or another doubt; inactive = no such curve, though single readings can be large; an effect the other way counts as inactive or inconclusive. Unless noted, % is scaled to controls: 0 for no effect and ±100 for the full control effect.
SMILES,15-hLO-2 inh,12-hLO inh,PNC inhibitor,IMPase cell inh
CC(C)=CCC/C(C)=C\COc1c2ccoc2cc2oc(=O)ccc12,-7%,-2%,nt,7
CC(C)Cn1c(N)c(C(=O)CSc2nnnn2C)c(=O)n(C)c1=O,-4%,-1%,?,-1
COC(=O)c1sccc1NC(=O)Cc1ccc(OC)c(OC)c1,nt,-4%,5,nt
Cc1noc(C)c1CSc1nnc(-c2c[nH]c3ccccc23)n1-c1ccc(Cl)cc1,3%,2%,?,8
COC(=O)c1ccccc1NC(=O)Cn1nc(C(F)(F)F)c2c1CCC2,7%,-10%,23,10
O=c1c2c3c(sc2n2cnnc2n1-c1ccccc1)N(Cc1ccccc1)CCC3,-27%,-6%,?,6
Cc1ccc(NC(=S)NNC(=O)c2cn(C)nc2C)cc1,-20%,-9%,?,4
N#Cc1c(N)c(C#N)c(-c2ccc(O)cc2)c2c1CCCC2,-29%,?,26,-4
NS(=O)(=O)c1ccc(NC(=O)COC(=O)C23CC4CC(CC(C4)C2)C3)cc1,nt,5%,62,nt
CC(OC(=O)c1ccco1)C(=O)NCc1cccs1 (stereo not drawn),nt,-2%,?,7
COc1ccc(-n2c(Cc3cccn3C)nnc2SCC(=O)Nc2ccc3c(c2)OCO3)cc1,nt,-1%,97,-2
N/C(=N\OC(=O)COc1ccc(Br)cc1Cl)c1ccncc1,nt,-4%,0,nt
COCCN(CCOC)S(=O)(=O)c1ccc(OC)cc1,2%,-2%,-25,-11
COc1cc(C)c(Cl)c(C)c1S(=O)(=O)NCc1cccnc1,6%,3%,-2,5
O=S(=O)(Nc1ccccc1N1CCCCC1)c1ccc(Cl)s1,1%,-6%,21,6
CCn1c(SCC(=O)Nc2nc(C)c(C)s2)nc2cccnc21,nt,0%,66,8
CCOc1cc(/C=N/NC(=O)c2nn(C)cc2Br)ccc1OCc1ccccc1,nt,1%,?,nt
CCOc1ccccc1NC1=C(Cl)C(=O)N(Cc2ccccc2)C1=O,-18%,-1%,-26,12
CCOC(=O)C1=C(C)Nc2nc(C)nn2C1c1ccc(C)cc1 (stereo not drawn),nt,1%,16,nt
CCc1nc(Nc2ccc3c(c2)OCO3)c2oc3ccccc3c2n1,20%,3%,71,1
O=C(C1CCCCC1)N1CC(=O)N2CCc3ccccc3C2C1 (stereo not drawn),-9%,0%&-2%,28,2
Nc1nc(SCC(=O)NCc2ccccc2Cl)[nH]c(=O)c1NC(=O)c1ccccc1F,nt,0%,?,nt
OC[C@H]1O[C@@H](n2cnc3c(Nc4ccccc4)ncnc32)[C@H](O)[C@@H]1O,nt,0%,?,nt
CC(OC(=O)c1cc2sccc2n1C)C(=O)NCc1ccco1 (stereo not drawn),-2%,-7%,-15,-1
O=C(NCC1(c2ccccc2)CCCC1)c1ccccc1,nt,8%,?,nt
CCCn1c(=O)c2[nH]c(-c3ccc(OCC(=O)Nc4ccc(C(C)=O)cc4)cc3)nc2n(CCC)c1=O,11%,-2%,nt,-2
COc1cc(CNn2cn[nH]c2=S)cc(Cl)c1OCc1ccc(F)cc1,nt,-16%,38,3
CC(=O)Nc1nonc1-c1nc2ccccc2n1CC1CC1,-3%,-3%,-94*,1
C[C@]12CCC3C(CC=C4C[C@@H](O)CC[C@@]43C)C1CCC2[C@]1(C)CCC(=O)O1 (stereo partly drawn),nt,0%,41,nt
CCC(Sc1nc(C)cc(=O)[nH]1)C(=O)Nc1nc(-c2ccccc2)cs1 (stereo not drawn),-14%,2%,?,-1

# Complete entries, looked up by structure. Order of values: 15-hLO-2 inh	12-hLO inh	PNC inhibitor	IMPase cell inh
# O=C(NCC1(c2ccccc2)CCCC1)c1ccccc1 reads nt	8%	?	nt
# CCOC(=O)C1=C(C)Nc2nc(C)nn2C1c1ccc(C)cc1 (stereo not drawn) reads nt	1%	16	nt
# OC[C@H]1O[C@@H](n2cnc3c(Nc4ccccc4)ncnc32)[C@H](O)[C@@H]1O reads nt	0%	?	nt
# C[C@]12CCC3C(CC=C4C[C@@H](O)CC[C@@]43C)C1CCC2[C@]1(C)CCC(=O)O1 (stereo partly drawn) reads nt	0%	41	nt
# CCC(Sc1nc(C)cc(=O)[nH]1)C(=O)Nc1nc(-c2ccccc2)cs1 (stereo not drawn) reads -14%	2%	?	-1

# (more compounds)
SMILES,15-hLO-2 inh,12-hLO inh,PNC inhibitor,IMPase cell inh
Cc1ccc2c(C)nc(N/C(N)=N/S(=O)(=O)c3ccc([N+](=O)[O-])cc3)nc2c1,nt,5%,-6,nt
O=C(O)/C=C/C(=O)N1CCN(C(=O)/C=C/C(=O)O)CC1,nt,-2%,-16,nt
CC(=O)N1N=C(c2ccco2)CC1c1ccc(Br)cc1 (stereo not drawn),nt,-3%,-29,-2
COc1ccc(OC)c(NC(=O)Cn2c(CCC(=O)O)ccc2-c2cccs2)c1,-21%,-15%,19,-4
COc1ccc(-c2nnc(OCc3ccccc3)c3ccccc23)cc1,nt,-1%,-88*,3
Cc1cc(C)n2cc(CSc3ncccc3C(=O)O)nc2n1,3%,-7%,-2,-1
COCCNC(=S)N1CCN(C(=O)C(=O)Nc2ccc(C(=O)OC)cc2)CC1,nt,-8%,5,-11
O=C(CCc1nc(-c2ccccc2F)no1)NCCN1CCN(Cc2ccccc2)CC1,16%,2%,?,4
Cc1ccccc1NC1c2ccccc2C(=O)N1Cc1ccco1 (stereo not drawn),-13%,-6%,-14,3
COc1cc(C(=O)Oc2cccc(Nc3ncnc4ccccc34)c2)cc(OC)c1OC,-3%,-8%,?,7
CCNC(=O)c1c(N)sc2c1CCCCC2,-20%,-12%,-6,-2
COc1ccc(-c2cc(-c3nnc(COC(=O)C4CC4)o3)c3ccccc3n2)cc1OC,nt,-6%,-13,-3
Cn1ncc(Br)c1C(=O)N1CCc2ccccc21,nt,-3%,39,nt
C=C(C)C(=O)OCCCCCC,-4%,-2%,nt,nt
CCOC(=O)CCc1c(C)c2ccc(O)cc2oc1=O,3%,-3%,-28,-22
CCOC(=O)Cn1c(=O)c2c(nc3n2CCN3c2ccc(C)cc2)n(C)c1=O,0%,-4%,3,-3
CCCCc1cc(=O)oc2c(CN3CCCC3)c(O)ccc12,6%,-7%,34,-28
CSc1ccc(/C=C/C(=O)c2ccc(O)cc2)cc1,nt,-12%,69,-1
CC(C)[C@H](NC(=O)OC(C)(C)C)c1nnc(S(=O)(=O)Cc2c(F)cccc2Cl)o1,-17%,-8%,21,-3
COC(=O)c1sc(=S)n(-c2cccc(Cl)c2)c1N,-12%,-8%,3,8
COC(=O)C(NC(C)=O)(Nc1ccccn1)C(F)(F)F (stereo not drawn),3%,3%,157,0
CC(/C=C/c1ccc(OCc2ccccc2)cc1)=N\O,nt,2%,-13,nt
CCCCN(C(=O)CN1CCOCC1)c1c(N)n(CC(C)C)c(=O)[nH]c1=O,nt,-6%,-81*,-9
CCSC(=O)NC12CC3CC(CC(C3)C1)C2,2%,-8%,?,3
CCC(C)(C)n1nnnc1C(C(C)C)N1CCC(C(N)=O)CC1 (stereo not drawn),2%,-2%,0,-2
O=c1c(Cc2ccccc2)c(O)nc2n1CCS2,-2%,1%,88,4
COc1ccc(-c2nc(N)n(C(=O)c3ccccc3Cl)n2)cc1,nt,-10%,39,nt
CC(=O)c1c[nH]c2ccc(C)cc2c1=O,2%,4%,-87*,10
Cc1ccc(-n2c(C(C)n3nc(C)c([N+](=O)[O-])c3C)n[nH]c2=S)cc1 (stereo not drawn),nt,-4%,2,-8
O=C(Cn1ccccc1=O)c1cccs1,-1%,0%,-8,10

# In the list so far, 10 have an aryl methoxy group:
SMILES,15-hLO-2 inh,12-hLO inh,PNC inhibitor,IMPase cell inh
COC(=O)c1sccc1NC(=O)Cc1ccc(OC)c(OC)c1,nt,-4%,5,nt
COc1ccc(-n2c(Cc3cccn3C)nnc2SCC(=O)Nc2ccc3c(c2)OCO3)cc1,nt,-1%,97,-2
COCCN(CCOC)S(=O)(=O)c1ccc(OC)cc1,2%,-2%,-25,-11
COc1cc(C)c(Cl)c(C)c1S(=O)(=O)NCc1cccnc1,6%,3%,-2,5
COc1cc(CNn2cn[nH]c2=S)cc(Cl)c1OCc1ccc(F)cc1,nt,-16%,38,3
COc1ccc(OC)c(NC(=O)Cn2c(CCC(=O)O)ccc2-c2cccs2)c1,-21%,-15%,19,-4
COc1ccc(-c2nnc(OCc3ccccc3)c3ccccc23)cc1,nt,-1%,-88*,3
COc1cc(C(=O)Oc2cccc(Nc3ncnc4ccccc34)c2)cc(OC)c1OC,-3%,-8%,?,7
COc1ccc(-c2cc(-c3nnc(COC(=O)C4CC4)o3)c3ccccc3n2)cc1OC,nt,-6%,-13,-3
COc1ccc(-c2nc(N)n(C(=O)c3ccccc3Cl)n2)cc1,nt,-10%,39,nt

# Two of these compounds, set out differently.
molecule: O=c1c(Cc2ccccc2)c(O)nc2n1CCS2
  15-hLO-2 inh: -2%	12-hLO inh: 1%	PNC inhibitor: 88	IMPase cell inh: 4

molecule: COc1ccc(-c2nc(N)n(C(=O)c3ccccc3Cl)n2)cc1
  15-hLO-2 inh: nt	12-hLO inh: -10%	PNC inhibitor: 39	IMPase cell inh: nt

# (more compounds)
SMILES,15-hLO-2 inh,12-hLO inh,PNC inhibitor,IMPase cell inh
CCCCCCN(C(=O)CCCCCN1C(=O)NC(c2cccc([N+](=O)[O-])c2)C(C(=O)OCc2ccccc2)=C1C)C(C(=O)NCCCC)c1ccc(OCC(=O)OC)c(C(=O)OC)c1 (stereo not drawn),2%,-2%,nt,nt
Cc1sc2nc(C)n(/N=C/c3ccccc3)c(=O)c2c1C,2%,-4%,?,7
CC(OC(=O)c1cc(-c2cccnc2)nc2ccccc12)C(=O)Nc1ccc2ccccc2c1 (stereo not drawn),nt,-3%,12,nt
CCOC(=O)c1[nH]c(C)c(C(=O)NCCN2CCOCC2)c1C,1%,0%,-17,-1
COc1cccc(Cn2nnc(C(=O)Nc3cc(Cl)ccc3OC)c2N)c1,9%,-9%,-5,0
CCOC(=O)c1cnc(SCC(=O)Nc2ccc(N3CCOCC3)cc2)nc1N,-1%,-2%,14,-2
Cc1cc(=O)oc(C)c1C(=O)NCC1COc2ccccc2O1 (stereo not drawn),3%,-13%,-1,5
Cc1ccc(C(=O)n2cnnc2N)cc1C,1%,-3%,-12,2
CC1=C(C(=O)OCCOC(C)C)C(c2cccnc2)C2=C(CCCC2=O)N1 (stereo not drawn),-9%,-3%,?,7
O=C(Nc1ccc(Cl)cc1)Nc1nc(-c2sccc2Br)cs1,-6%,-6%,40,5
COCCNC(=O)CSc1nc2cc3c(cc2c(=O)n1Cc1ccco1)OCO3,-3%,2%,-23,1
Cc1cc([N+](=O)[O-])cnc1Sc1nccn1C,nt,-4%,-18,nt
